Pin1 inhibitor: qHTS Assay to Find Inhibitors of Pin1 | AID 504891, 2011 | Potency, µM (titrated, usually from 115 µM), for inactives: top-dose activity, negative = inhibition, usual class: inhibitors | Pin1 FP peptide displacement, HiFluor488, 10 min | 0.009% of 390,000 active; active = well fitted inhibition curve with a large enough effect in the polarisation, with a control signal flat, not every such curve was filed as active; inconclusive = small, poorly fitted or top-dose-only effect, or effect the other way, or a change in a side signal; inactive = no such curve, though single readings can be large or run the other way; the % refers to the polarisation; also: % is scaled to controls: 0 for no effect and ±100 for the full control effect
Target sequence (Q13526 whole entry, looked up): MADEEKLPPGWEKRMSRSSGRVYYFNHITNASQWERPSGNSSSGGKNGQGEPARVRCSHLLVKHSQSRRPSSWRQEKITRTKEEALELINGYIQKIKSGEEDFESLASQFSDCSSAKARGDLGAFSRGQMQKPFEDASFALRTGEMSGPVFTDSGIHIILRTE
PGK inhibitor: qHTS Assay to Find Inhibitors of Phosphoglycerate Kinase; 0.043% of 380,000 active; Phosphoglycerate kinase, glycosomal (Trypanosoma brucei brucei), P07378; AID 602233, 2012; PGK/GAPDH coupled, Kinase-Glo luminescence, 60 min; Potency, µM (top dose mostly 57.5 µM), inactives show at the highest dose activity change, negative = inhibition, actives largely listed as inhibitors; also: % is scaled to controls: 0 for no effect and ±100 for the full control effect; nearly all actives have a fitted effect of over 60% in size
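Luminescent ATP detection (Kinase-Glo Plus) follows a 60-minute room-temperature incubation, with wells lacking PGK as controls. Buffer: 100 mM TEA (pH 7.6), 5 mM MgCl2, 0.01% Tween-20. Coupling enzyme GAPDH (100 nM final) supplies unstable 1,3-BPG in-well.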
HP1b binding inh: HTS for Inhibitors of HP1-beta Chromodomain Interactions with Methylated Histone Tails; 0.56% of 390,000 active; AlphaScreen HP1-beta / biotin-H3K9me3 peptide binding; Potency, µM (series often up to 114 µM), for the others: at the highest dose activity change, negative = inhibition, most hits filed as inhibitors; also: nearly all actives have a fitted effect of over 70% in size; inactives centre near 23
Target sequence (P83916 whole entry, looked up): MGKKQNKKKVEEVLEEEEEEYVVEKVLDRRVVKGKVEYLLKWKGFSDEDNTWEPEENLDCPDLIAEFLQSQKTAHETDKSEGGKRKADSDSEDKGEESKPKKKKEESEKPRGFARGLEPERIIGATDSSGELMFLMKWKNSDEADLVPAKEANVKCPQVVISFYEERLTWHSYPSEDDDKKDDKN
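HP1-beta protein (50 nM final) preincubated 30 min at room temperature with biotinylated H3(1-18)K9me3 peptide (50 nM) in PBS pH 7.4, 0.01% Tween-20, then compound added for 30 min. AlphaScreen streptavidin donor/nickel chelate acceptor beads (10 ug/mL final), 30 min dark, luminescence read.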
GLS inh: qHTS for Inhibitors of Glutaminase (GLS) | AID 624170, 2012 | Potency, µM (titrated, usually from 45.5 µM), for the others: at the top dose activity change, negative = inhibition, usual class: inhibitors | 0.21% of 410,000 active | Glutaminase kidney isoform, mitochondrial (Homo sapiens), O94925 | GLS enzymatic activity, qHTS titration; also: % is scaled to controls: 0 for no effect and ±100 for the full control effect
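Coupled fluorescence readout: glutamate oxidase/HRP/Amplex Red detect glutamate formed by hKGA from L-glutamine (1 mM solution added). Buffer 45 mM KH2PO4 pH 8.2, 0.02% Tween-20; reads at t0 and 30 min RT.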
ALOX12 inh: Primary qHTS assay for inhibitors of human arachidonate 12S-lipoxygenase (ALOX12): Round 2; Polyunsaturated fatty acid lipoxygenase ALOX12 (Homo sapiens), P18054; purified 12hLO, xylenol orange hydroperoxide absorbance; Potency, µM (series often up to 108 µM), for inactives: top-dose activity change, negative = inhibition, hits mostly inhibitors; 1.1% of 580,000 active; AID 1671190, 2021; also: % is scaled to controls: 0 for no effect and ±100 for the full control effect
Target sequence (P18054 whole entry, looked up): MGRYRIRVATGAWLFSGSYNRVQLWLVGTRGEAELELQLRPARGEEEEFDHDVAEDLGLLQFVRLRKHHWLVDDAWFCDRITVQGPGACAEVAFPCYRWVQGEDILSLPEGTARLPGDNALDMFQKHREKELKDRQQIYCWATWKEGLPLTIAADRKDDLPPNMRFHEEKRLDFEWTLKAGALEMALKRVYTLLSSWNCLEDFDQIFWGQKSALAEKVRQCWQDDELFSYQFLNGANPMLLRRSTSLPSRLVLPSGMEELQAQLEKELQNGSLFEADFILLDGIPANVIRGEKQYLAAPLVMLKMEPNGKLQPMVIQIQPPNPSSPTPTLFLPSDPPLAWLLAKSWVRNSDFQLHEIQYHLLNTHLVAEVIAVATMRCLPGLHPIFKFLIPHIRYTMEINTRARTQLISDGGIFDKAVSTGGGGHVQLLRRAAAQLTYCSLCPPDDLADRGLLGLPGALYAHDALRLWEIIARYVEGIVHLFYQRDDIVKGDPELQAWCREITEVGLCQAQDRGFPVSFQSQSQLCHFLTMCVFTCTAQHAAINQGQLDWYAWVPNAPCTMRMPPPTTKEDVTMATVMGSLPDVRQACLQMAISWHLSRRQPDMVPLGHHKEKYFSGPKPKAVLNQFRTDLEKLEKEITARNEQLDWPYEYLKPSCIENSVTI
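Purified human 12hLO at 150 nM in 25 mM Hepes, 0.01% Triton X-100, pH 7.0, preincubated 15 min at room temperature with compound. Reaction started with 40 uM arachidonic acid, 30 min at room temperature. Hydroperoxide measured by Fe-xylenol orange, 573/405 nm absorbance ratio.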
JMJD2A Tudor: qHTS Assay for Inhibitors of JMJD2A-Tudor Domain; 4.4% of 390,000 active; AlphaScreen JMJD2A-Tudor / H3K4me3 peptide binding; Potency, µM (doses to about 114 µM), for the others: at the highest dose activity change, negative = inhibition, usual class: inhibitors; Lysine-specific demethylase 4A (Homo sapiens), O75164; AID 504339, 2011; also: % is scaled to controls: 0 for no effect and ±100 for the full control effect; nearly all actives have a fitted effect of over 50% in size
ERG-DNA inh: qHTS for Small Molecule Inhibitors of the ERG Ets/DNA interaction. fluorescence polarization, His-ERG Ets domain / labelled DNA. Potency, µM (highest dose often 76.9 µM), for the others: at the top dose FP activity, negative = inhibition, usual class: inhibitors. 0.028% of 370,000 active; active = well fitted inhibition curve with a large enough effect in the polarisation, with a control signal flat; inconclusive = small, poorly fitted or top-dose-only effect, or effect the other way, or a change in a side signal; inactive = no such curve, though single readings can be large or run the other way; the % refers to the polarisation;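 also: polarization taken with two DNA probes labelled with fluorescein and Texas red; % of control where 0% means no effect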
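His-tagged ERG Ets domain (1 uM in the protein solution; 300mM KCl, 50mM Tris-HCl, 1mM EDTA, 1mM DTT, pH 7.5) received compound, then a probe mix of 5 nM fluorescein-DNA and 100nM Texas-615-DNA. Fluorescence polarization was read for both dyes.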
RGS4 inhibitor: Inhibitors of Regulator of G Protein Signaling (RGS) 4: qHTS; 0.039% of 390,000 active; Regulator of G-protein signaling 4 (Homo sapiens), P49798; Potency, µM (doses to about 114 µM), for the others: at the top dose activity change, negative = inhibition, hits mostly inhibitors; Transcreener GDP fluorescence polarization, RGS4-accelerated GTP hydrolysis; also: % is scaled to controls: 0 for no effect and ±100 for the full control effect; nearly all actives have a fitted effect of over 75% in size; some results filed as inactive show a strong effect at the top dose
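MLSMR compounds (23 nl, pin-transferred) preincubated 10 min at room temperature with a 500nM (2x) first reagent, then RGS4 at 900nM (2x) plus Transcreener GDP mix added; fluorescence polarization (620/688 nm) read before and after 90 min at 30 °C.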
TrxR1 inh: qHTS Assay for Inhibitors of Mammalian Selenoprotein Thioredoxin Reductase 1 (TrxR1): qHTS; 1% of 390,000 active; AID 588453, 2011; recombinant rTrxR1, NADPH fluorescence consumption, selenite substrate; Thioredoxin reductase 1, cytoplasmic (Rattus norvegicus), O89049; Potency, µM (series often up to 114 µM), for the others: at the highest dose activity change, negative = inhibition, usual class: inhibitors; also: % is scaled to controls: 0 for no effect and ±100 for the full control effect; nearly all actives have a fitted effect of over 65% in size
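Rat TrxR1 (90 nM in the dispensed reagent) was pre-reduced with 400 uM NADPH for 5 min at room temperature, then incubated with compound for 15 min. After 400 uM selenite was added, NADPH fluorescence (Ex 340/Em 450 nm) was followed for 8 min.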
Active calls of the source: *; i = inactive; ? = inconclusive; . = not tested or not shown; [ ] = dose if it differs, or a comment. Unless noted, calls follow the shape of the dose curve; as a rule, active = well fitted curve in the direction sought with a large enough effect; inconclusive = small, poorly fitted or top-dose-only effect, or another doubt; inactive = no such curve, though single readings can be large; an effect the other way counts as inactive or inconclusive. Potency is read from the fitted curve at half-maximal effect.

SMILES	Pin1 inhibitor	PGK inhibitor	HP1b binding inh	GLS inh	ALOX12 inh	JMJD2A Tudor	ERG-DNA inh	RGS4 inhibitor	TrxR1 inh
O=C(CNC(=O)c1ccc2ccccc2c1)NC1CCCCC1	-3%	1%	27%	0%	?	-3%	-3%	2%	-3%
Cc1cccc(N(Cc2ccccc2)C(=O)c2ccccc2F)c1	7%	-7%	104%[activator]	-3%	?	30%	8%	2%	1%
CCN1C(Nc2ccccc2)=NC[C@@H]1C	-5%	-8%	36%	6%	1%	-22%	-3%	6%	10%
COc1ccc(C(=O)NN2CCCCC2)cc1OC	-4%	i	-1%	33%[activator]	1%	-7%	-1%	-1%	29%
O=[N+]([O-])c1cccc(/C=N/Nc2cc(Cl)nc(-c3ccccc3)n2)c1	8%	0%	24%	3%	-16%	-1%	-1%	-6%	13%[57.1 µM]
Cc1ccc(C(=O)OCc2cc(=O)n3ccsc3n2)s1	0%	-4%	15%	-2%	-2%	-5%	10%	-10%	18%[57.1 µM]
OCC1(Cc2ccccc2)CCN(Cc2cccc(F)c2F)CC1	2%	2%	15%	1%	-6%	-19%	-10%	22%	18%
CC1CN(C(=O)N(C)C)CCN1C(=O)N(C)C (stereo not given)	-13%	-12%	30%	9%	2%	-6%	11%	-32%	-15%
Cc1ccc(OCC(=O)N2CCc3ccccc32)cc1	-2%	4%	56%[activator]	4%	2%	2%	-4%	22%	16%
Cn1c(SCC(=O)NC2CC2)nnc1C(F)(F)F	-7%	-9%	16%	1%	1%	-7%	.	-18%	17%
CCCC(=O)Nc1nnc(COC)s1	0%	6%	16%	15%	3%	-1%	1%	-3%	-4%
CCOP(=O)(OCC)C(Nc1ccccc1)c1cccnc1 (stereo not given)	1%	-1%	62%[activator]	30%[activator]	68%[activator]	-9%	0%	13%	28%
CN(CC(=O)Nc1c(Cl)cccc1Cl)C(=O)CNC(=O)c1sc2ccccc2c1Cl	2%	i	18%	-1%	?	-24%	4%	-29%	14%
CC(=O)Nc1ccc(S(=O)(=O)NCCSc2ccccn2)cc1	-5%	-3%	63%[activator]	-4%	?	?	0%	-50%	9%
CCC1(c2ccccc2)NC(=O)N(CC(=O)NCc2ccncc2)C1=O (stereo not given)	?	-1%	23%[57 µM]	0%	16%	5%	0%	-35%	8%
O=C(NCCc1nc2ccccc2[nH]1)c1cc([N+](=O)[O-])cc([N+](=O)[O-])c1	22%	2%	21%	1%	0%	-12%	.	-12%	-11%
CS(=O)(=O)c1ncc(N(Cc2ccco2)Cc2ccco2)c(C(=O)Nc2ccccc2Br)n1	2%	-3%	12%	0%	-27%	-20%	-3%	7%	-2%
O=c1[nH]c(CSc2nc3ccccc3o2)nc2c1cnn2-c1ccccc1	?	-5%	12%	3%	-4%	-6%	-6%	-9%	29%
COc1ccc(CCn2nnnc2C(c2ccccc2)N2CCN(C)CC2)cc1OC (stereo not given)	0%	-4%	48%	-4%	?	-14%	5%	-26%	-5%
COc1cc(OC)cc(C(=O)Nc2ccc3oc(-c4ccc(Cl)cc4)nc3c2)c1	0%	-7%	33%	-12%	-21%	-11%	3%	7%	7%
CSc1nnc(-c2ccco2)c(-c2ccco2)n1	?	-8%	?	?	22µM*	-7%[11.4 µM]	11%	9%[11.4 µM]	16µM*
O=C(c1ccc(COc2ccc(Cl)cc2)cc1)N1CCCCC1	?	3%	90%[activator]	2%	0%	23%	-2%	7%	-14%
CCOC(=O)Cn1c(=O)oc2cc(S(=O)(=O)NCCC(C)C)ccc21	6%	2%	21%	-7%	0%[57.4 µM]	-8%	14%	0%	-16%
CCc1ccc(C(=O)C(C)OC(=O)c2cccc(S(=O)(=O)N3CCOCC3)c2)cc1 (stereo not given)	6%	2%	4%	-5%	-10%	-14%	-7%	15%	5%[57.1 µM]
CCC1=CC(c2ccccc2)n2ncnc2N1 (stereo not given)	-12%	2%	28%	7%	9%	-7%	-1%	20%	-28%
C=CCOc1c(Br)cc(/C=N/Nc2ccc(C(=O)O)cc2)cc1OCC	.	-12%	2%	-9%	-23%	-27%[57.1 µM]	0%	?	-6%
O=S(=O)(c1ccc(F)cc1)N1CCCC(c2nc(-c3ccc(F)cc3)no2)C1 (stereo not given)	?	6%	64%[activator]	0%	2%	10%	2%	-3%	29%
C[C@@H](CN1C(=O)C(=O)NC[C@@H]1Cc1ccc(O)cc1)NC(=O)Cc1ccccc1	1%	0%	10%	12%	-10%	-27%	-18%	-51%	8%
CCc1ccc(N2C(=O)C3C(C2=O)N2CCCN2C3c2ccccc2)cc1 (stereo not given)	3%	-7%	7%	-27%	?	-17%	14%	-26%	3%[57.1 µM]
Cc1ccc(Cl)cc1N1CCN(Cc2nnc(-c3ccc4c(c3)OCO4)o2)CC1	49%[activator]	3%	26%	-3%	-22%	-15%	4%	16%	9%
COc1ccc(S(N)(=O)=O)cc1C(=O)OCCCC(=O)c1ccccc1	3%	-1%	36%[activator]	4%	3%	-29%	-12%	8%	27%
Cc1noc(C)c1COC(=O)c1cccc(S(=O)(=O)N2c3ccccc3CC2C)c1 (stereo not given)	28%	2%	49%[activator]	7%	0%	-5%	-7%	-10%	9%
CCCC(=O)C1=C(N2CCCCC2)CC(C)(C)C(C(=O)OC)C1=O (stereo not given)	-7%	2%	58%[activator]	6%	?	8%	-1%	-5%	2%
N/C(=N\O)c1ccccc1N1CCCCC1	-6%	i	41%[activator]	4%	?	4%	-10%	-30%	2%
CC1CCC/C(=N/NC(=O)c2ccccc2-n2cccc2)C1 (stereo not given)	0%	-1%	6%	12%	1%	-28%	4%	19%	-4%
O=C(CCc1ccccc1)N=C1SC2CS(=O)(=O)CC2N1c1ccc(F)cc1 (stereo not given)	4%	i	38%	-4%	-5%	-7%	9%	-19%	19%
O=C(NC(=S)N1CCc2ccccc21)c1ccccc1Cl	-3%	5%	-1%	10%	-12%	-23%	-2%	-8%	-10%[57.1 µM]
COc1ccc(N(CC(=O)Nc2cccc(C)c2)S(=O)(=O)c2ccc(C)cc2)cc1OC	-5%	i	13%	-1%	23%	-10%	4%	-5%	18%
COc1cccc(CNC(=O)C2CCN(Cc3cnn(-c4ccccc4)c3-n3cccc3)CC2)c1	1%	8%	-2%	6%	21%	-23%	-1%	27%	-11%[57.1 µM]
CCOc1ccc(-c2cnc(NCc3cccc4ccccc34)n2CCOC)cc1	-8%	-2%	?	0%	?	14µM*	-7%	-14%	19%
O=C(NCc1cccnc1)c1cn(CCc2ccccc2)nn1	1%	-9%	55%[activator]	-12%	0%	7%	-26%	-11%	1%
COc1cccc(N2CCN(C(=S)Nc3cc(C)cc(C)c3)CC2)c1	-6%	7%	17%	2%	12%	-13%	2%	10%	7%[57.1 µM]
CC(CN1CCOCC1)OC(=O)C(c1ccccc1)c1ccccc1 (stereo not given)	-4%	-7%	51%	2%	?	14%	-5%	-19%	-7%
CC[C@H](C)[C@H]1CNC(=S)N1CC1CCN(CCC(C)(C)C)CC1	-7%	-2%	35%[activator]	6%	6%	-26%	-1%	14%	18%
C/C(=N\NC(=O)Cc1cccn1C)c1cccc2ccccc12	1%	-10%	-23%	8%	48%[activator]	-31%	3%	28%	?
CSC1=C(C#N)C(c2ccc(C)s2)CC(=O)N1 (stereo not given)	-1%	-13%	21%	-6%	-2%	-8%	4%	-6%	7%
N#Cc1cnc2nc(SCc3ccccc3)nn2c1	0%	-4%	55%[activator]	17%	6%	-22%	-1%	-25%[56.9 µM]	-21%
CN(Cc1cccc(F)c1)C(=O)Cc1ccc(S(=O)(=O)N2CCOCC2)s1	6%	0%	24%	0%	-3%	-10%	-6%	2%	21%
Cn1ncc([N+](=O)[O-])c1C(=O)Nc1ccc2c(c1)OCCO2	-6%	-1%	8%	4%	0%	-16%	0%	-14%	6%[57.1 µM]
CCN(CC(=O)Nc1ccc(NC(C)=O)cc1)C(=O)/C=C/c1cccs1	-4%	0%	37%	3%	-23%	-6%	-2%	16%	0%
Cc1ccc(C)c(S(=O)(=O)c2cnc(SCC(=O)Nc3ccc(F)cc3F)[nH]c2=O)c1	31%	-10%	28%	5%	?	-17%	1%	12%	0%

This is a subset. The share of hits here may be higher or lower than overall.
